# Apaf1 inhib: inhibitors of human Apaf-1 apoptosome; O14727; reconstituted apoptosome caspase-3 activity, DEVD-Rh110 fluorescence; inhibition, % at 20 µM; 0.71% of 330,000 active; AID 489030; active = inhibition of at least 40% at 20 µM;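 note: plate controls were DMSO wells for no effect and DEVD-CHO caspase inhibitor wells for full effect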
#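 Material: cell-free apoptosome with Apaf-1, procaspase-3 and caspase-9; Buffer or medium: Hepes pH 7.5 with detergent and BSA; Reagent: cytochrome c trigger plus (Z-DEVD)2-Rh110 caspase-3 substrate; Times: compound with Apaf-1, dATP, procaspase-3 30 min, then 50 min reaction, room temperature; Technique: Rh110 fluorescence intensity.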
# SENP7 inh: SENP7 protease inhibition | recombinant SENP7, Z-RLRGG-aminoluciferin luminescence, 40 min | 1.5% of 330,000 active | Q9BQF6 | AID 434973 | inhibition, % at 5 µM;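 active = inhibition above about 50% at the single test dose, limit read from the data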;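 note: plate controls were DMSO with enzyme for no effect and no enzyme buffer wells for full effect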
# UBC13 inh: blocks human UBC13 polyubiquitin chain formation | P61088 | TR-FRET | inhibition, % at 20 µM | 0.47% of 330,000 active; in the data active = inhibition above about 45%, passing the limit was not always enough; inconclusive = no clear call, values can overlap the other calls
# Target sequence (P61088 whole entry, looked up): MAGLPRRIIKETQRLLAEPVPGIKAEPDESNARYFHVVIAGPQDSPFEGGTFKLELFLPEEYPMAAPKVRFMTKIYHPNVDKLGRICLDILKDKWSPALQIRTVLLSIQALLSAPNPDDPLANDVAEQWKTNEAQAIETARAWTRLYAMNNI
# SENP8 block-1: inhibitors of human SENP8 protease | AID 602440 | recombinant SENP8, Nedd8 substrate fluorescence | 0.64% of 360,000 active | Q96LD8 | inhibition, % at 20 µM; in the data active = inhibition mostly above about 40%, no sharp cut-off; inactive = mostly below about 27%
# Target sequence (Q96LD8 whole entry, looked up): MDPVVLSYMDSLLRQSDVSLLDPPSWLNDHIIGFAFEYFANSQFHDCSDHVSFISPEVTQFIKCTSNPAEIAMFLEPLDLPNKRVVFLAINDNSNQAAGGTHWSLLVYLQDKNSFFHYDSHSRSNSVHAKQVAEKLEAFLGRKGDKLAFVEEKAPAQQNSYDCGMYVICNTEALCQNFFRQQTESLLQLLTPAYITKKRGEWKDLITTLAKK
# SENP1 FRET inh: inhibitors of human SENP1 SUMO protease catalytic domain; inhibition, % at 10 µM; recombinant SENP1 catalytic domain, CyPet-SUMO1-YPet FRET cleavage; Q9P0U3; 0.21% of 360,000 active;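 active = inhibition at least 30% at 10 µM, raw YFP signal under a set limit, fluorescence ratio 0.5 to 1.5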;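 note: 0% = enzyme with DMSO and 100% = no enzyme wells; some results filed as inactive read as strong as hits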
# Target sequence (Q9P0U3 419-644 limits assumed): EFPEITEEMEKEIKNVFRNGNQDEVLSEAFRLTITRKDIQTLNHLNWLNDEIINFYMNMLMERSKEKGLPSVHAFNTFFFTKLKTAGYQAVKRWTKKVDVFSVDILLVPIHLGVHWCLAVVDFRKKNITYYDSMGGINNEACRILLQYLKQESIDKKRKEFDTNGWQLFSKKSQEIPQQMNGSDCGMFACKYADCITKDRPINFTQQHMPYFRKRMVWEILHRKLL
#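 system = hSENP1 catalytic domain, recombinant | reagent = SFCypet-SUMO1-SFYpet substrate at 25 nM | doses = one dose per compound, 10 µM, 0.5% DMSO | incubation = enzyme reaction for 50 min at room temperature, dark | measured by = FRET, CFP and YFP emission | controls = no-enzyme low, enzyme-DMSO high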
# SENP6 block: inhibitors of human SENP6 protease; 1.8% of 330,000 active; inhibition, % at 10 µM; AID 2599; Recombinant SENP6 catalytic domain, aminoluciferin luminescence; Q9GZR1;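 active = inhibition above about 50% at the single tested dose, limit read from the data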;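 note: plate controls were DMSO wells with enzyme for no effect and DMSO wells lacking enzyme for full effect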
# SENP8 block-2: blocks the human protease SENP8; Q96LD8; 1.2% of 330,000 active; AID 2540; inhibition, % at 10 µM; purified SENP8, Z-RLRGG-aminoluciferin cleavage, luminescence; in the data active = inhibition above about 50%
# A3G deaminase: inhibitors of human APOBEC3G DNA deaminase. AID 493012. Q9HC16. inhibition, % at 20 µM. 0.28% of 330,000 active. recombinant A3G, ssDNA deamination FAM/TAMRA fluorescence;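 active = inhibition of at least 40% at 20 µM, with no more than 30% in the related APOBEC3A deaminase screen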;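 note: plate controls were DMSO wells with A3G for no effect and wells lacking A3G enzyme for full effect; some compounds called inactive have numbers as strong as hits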
# Target sequence (Q9HC16 whole entry, looked up): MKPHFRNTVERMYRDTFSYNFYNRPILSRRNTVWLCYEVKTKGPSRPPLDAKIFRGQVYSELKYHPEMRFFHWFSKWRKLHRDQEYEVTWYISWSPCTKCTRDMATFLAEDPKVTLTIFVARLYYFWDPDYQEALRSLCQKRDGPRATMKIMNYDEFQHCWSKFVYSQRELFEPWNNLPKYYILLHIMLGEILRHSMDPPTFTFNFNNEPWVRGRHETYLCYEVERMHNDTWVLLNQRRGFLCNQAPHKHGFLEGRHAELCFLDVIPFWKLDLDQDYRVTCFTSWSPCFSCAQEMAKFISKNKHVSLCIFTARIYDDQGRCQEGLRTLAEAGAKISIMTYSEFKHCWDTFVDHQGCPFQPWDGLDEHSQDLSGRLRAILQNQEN
# * = called active by the depositor; u = inconclusive. Not a hit list; overall some 3.6% were active at least once.
[1] COc1cccc(C(C(=O)NC2CCCC2)N(C(=O)c2ccco2)c2ccc(NC(C)=O)cc2)c1OC (stereo unspecified)
[2] CC(C)C(c1nnnn1Cc1ccco1)N1CCN(c2nc3ccccc3s2)CC1 (stereo unspecified)
[3] Cc1ccc(NC(=O)CSc2nc(=O)n(CCCN3CCOCC3)c3c2CCCC3)c(C)c1
[4] Cc1ccc(C(=O)NCCc2nnc3c(C(F)(F)F)cc(Cl)cn23)o1
[5] CC(C)(C)c1ccc(C(=O)C2CCCN(C(=O)CCn3cncn3)C2)cc1 (stereo unspecified)
[6] CCCOc1ccccc1/C=N/NC(=O)C1CC1
[7] Cc1cc(C)c(S(=O)(=O)N2CCOC2CNC(=O)C(=O)NCc2ccccn2)c(C)c1 (stereo unspecified)
[8] COc1ccc(NC(=O)C2CCCN2C(=O)NCc2ccccc2)cc1 (stereo unspecified)

assay / compound	1	2	3	4	5	6	7	8
Apaf1 inhib	-3	29	4	-3	-9	-8	-4	-2
SENP7 inh	7	-2	-2	0	8	-10	12	-9
UBC13 inh	-2	-7	5	-3	6	8	-2	-2
SENP8 block-1	6	28	26	6	-4	5	8	-163
SENP1 FRET inh	-2	-7	-1	0	0	1	0	2
SENP6 block	-2	-21	-8	10	5	-5	4	-9
SENP8 block-2	4	-4	1	11	5	-3	-6	-9
A3G deaminase	-11	-4	-1	-1	-5	-5	-3	-8

[9] CCc1cccc2[nH]c3cc([N+](=O)[O-])ccc3c12
[10] O=C(CNC(=O)c1ccco1)Nc1cc(Cl)ccc1N1CCOCC1
[11] N#Cc1c2c(c[nH]c1=O)CCN2Cc1ccccc1
[12] O=C(Nc1cccc(S(=O)(=O)N2CCCCC2)c1)c1ccc(Cl)nc1
[13] CC(=O)Nc1ccc2c(c1)nc1n2CCSC1
[14] CCn1cc(C(=O)N2CCN(c3ccc(C(C)=O)cc3)CC2)c2cc(OC)c(OC)cc2c1=O
[15] N#Cc1c(-c2ccccc2)nc(SCc2ccc([N+](=O)[O-])cc2)[nH]c1=O
[16] COc1ccc(CNC(=O)[C@H](C)NC(=O)C2CC(=O)N(c3ccc(OC)cc3)C2)cc1 (stereo partly specified)

assay / compound	9	10	11	12	13	14	15	16
Apaf1 inhib	3	20	-1	6	-7	-3	-6	-3
SENP7 inh	1	-10	8	7	5	-10	3	1
UBC13 inh	9	-8	-3	4	-1	-18	0	-2
SENP8 block-1	25	8	-64	-9	-47	-124	17	4
SENP1 FRET inh	-14	0	-29	-3	-29	1	1	1
SENP6 block	9	-1	-22	0	-2	1	-10	10
SENP8 block-2	-3	-8	-10	1	-1	-2	2	0
A3G deaminase	-6	-8	-2	-2	-2	-10	-10	0

[17] Cc1cc(=O)n(Cc2ccc(OC(C)C)cc2)c(=S)[nH]1
[18] COc1ccc(S(=O)(=O)N2CCN(C)CC2)cc1C
[19] CCCN(CCC)C(=O)CSc1ncccc1C(=O)O
[20] O=C1N/C(=C/c2ccco2)C(=O)N1Cc1ccccc1F
[21] Cc1ccc(N(Cc2ccccc2)C(=O)c2cc(S(=O)(=O)N3CCOCC3)ccc2N2CCCC2)cc1
[22] Clc1ccc(C(c2nnnn2C2CCCC2)N2CCSCC2)cc1 (stereo unspecified)
[23] Cn1c(N)c(C(C[N+](=O)[O-])c2ccccc2Cl)c(=O)n(C)c1=O (stereo unspecified)
[24] Cc1ccc2nsnc2c1NS(=O)(=O)c1c(C)ccc2nsnc12

assay / compound	17	18	19	20	21	22	23	24
Apaf1 inhib	-30	-11	13	7	26	-5	-16	5
SENP7 inh	10	2	-5	-11	5	2	2	-1
UBC13 inh	27	8	-9	-8	-8	4	3	-20
SENP8 block-1	24	2	19	-39	6	11	22	22
SENP1 FRET inh	2	0	3	-7	2	0	0	8
SENP6 block	-3	-10	-5	-20	-10	-16	2	7
SENP8 block-2	2	1	-2	-6	-2	4	1	-3
A3G deaminase	-6	-8	-2	7	13	-8	-4	1

# Looked up one by one from the entries so far:
[21] Cc1ccc(N(Cc2ccccc2)C(=O)c2cc(S(=O)(=O)N3CCOCC3)ccc2N2CCCC2)cc1
[23] Cn1c(N)c(C(C[N+](=O)[O-])c2ccccc2Cl)c(=O)n(C)c1=O (stereo unspecified)

assay / compound	21	23
Apaf1 inhib	26	-16
SENP7 inh	5	2
UBC13 inh	-8	3
SENP8 block-1	6	22
SENP1 FRET inh	2	0
SENP6 block	-10	2
SENP8 block-2	-2	1
A3G deaminase	13	-4

# Going on with the list:
[25] Cc1ccc(SCCNS(=O)(=O)c2ccc3c(c2)OCCO3)cc1
[26] CCN(CC)S(=O)(=O)c1ccc(C(=O)NCC2(N3CCOCC3)CCCCC2)cc1
[27] COc1ccc(C(=O)N/C(=C\c2cn(C)c3ccccc23)C(=O)NCCCn2ccnc2)cc1
[28] Cc1cc(C(=O)CN2C(=O)NC3(CCCCC3)C2=O)c(C)n1C
[29] COCCn1c(=NC(=O)CCS(=O)(=O)c2ccccc2)sc2cc(C)ccc21
[30] O=C(c1cccc(F)c1)N1CCN(Cc2ccc3c(c2)OCO3)CC1
[31] Cc1cc(C)cc(NC(=O)c2cnn(-c3ccccc3)c2C2CCNCC2)c1
[32] CCNC(=O)C1CC(=O)N(Cc2ccc3c(c2)OCO3)C(=Nc2ccc(OCC)cc2)S1 (stereo unspecified)

assay / compound	25	26	27	28	29	30	31	32
Apaf1 inhib	1	4	-4	7	11	-4	4	-4
SENP7 inh	-1	-3	11	-2	4	5	-6	10
UBC13 inh	9	10	-4	-4	5	-6	7	-1
SENP8 block-1	19	12	-31	19	-116	24	9	17
SENP1 FRET inh	3	1	-2	-1	-16	-3	1	1
SENP6 block	-5	-7	11	-6	3	15	8	-12
SENP8 block-2	-2	2	-1	0	-1	4	0	-2
A3G deaminase	-3	-2	-3	9	-3	-2	-9	7

[33] CCOCCCNC(=S)N(Cc1ccccc1)Cc1nc2ccccc2c(=O)[nH]1
[34] CC(C)(C)c1ccccc1NC(=O)C1=COCCO1
[35] CCC(=O)N1c2ccccc2C(N(C(C)=O)c2ccccc2)CC1C (stereo unspecified)
[36] CSc1cccc(NC(=S)NCCCN2CCN(c3ccc(F)cc3)CC2)c1
[37] CC(=O)Nc1ccc(NC(=O)CSc2nnc3c4ccccc4n(C)c3n2)cc1
[38] Cc1cc(Br)cc(C=Nc2ccc(N3CCOCC3)cc2)c1O
[39] Cc1cccc(Nc2ncnc3c2cnn3Cc2ccccc2)c1
[40] NC(=O)c1ccc(N2CCCCCC2)c([N+](=O)[O-])c1

assay / compound	33	34	35	36	37	38	39	40
Apaf1 inhib	0	2	2	9	1	5	6	-12
SENP7 inh	-8	0	-2	-16	-3	73*	0	-4
UBC13 inh	14	-1	1	9	-13	-5	10	-22
SENP8 block-1	-219	12	11	20	0	37	-25	18
SENP1 FRET inh	1	-1	-6	2	3	87	2	-1
SENP6 block	-10	-4	2	-13	1	29	11	0
SENP8 block-2	-4	-5	-7	-2	-7	-6	8	3
A3G deaminase	-8	-7	2	-4	-8	12	-4	-2

[41] CCC(=O)c1ccc(OCc2ccccc2)c(OC)c1
[42] CCCCc1c(O)c2cccc3c2n(c1=O)CCC3
[43] COc1ccc(Br)cc1CN(C)CC(=O)NCCc1ccc(S(N)(=O)=O)cc1
[44] Cc1ccc(S(=O)(=O)NCc2ccccc2)cc1C(=O)N1CCN(c2ccccc2)CC1
[45] CC(C)C[C@H]1CN=C(Nc2ccccc2)N1CCC1CCCC1
[46] Cc1ccccc1Cc1n[nH]c(=S)n1N
[47] COc1ccc2[nH]c3c(N4CCN(Cc5ccc6c(c5)OCO6)CC4)ncnc3c2c1
[48] O=C(C1COc2ccccc2O1)N1CCN(Cc2ccccc2)CC1 (stereo unspecified)

assay / compound	41	42	43	44	45	46	47	48
Apaf1 inhib	-11	-4	3	58*	4	-14	13	-3
SENP7 inh	-4	9	1	2	-3	3	-2	9
UBC13 inh	9	u	-4	27	8	11	21	-4
SENP8 block-1	7	-39	16	-8	13	13	-394	24
SENP1 FRET inh	0	2	2	-2	5	3	-6	2
SENP6 block	14	-16	-6	-11	-11	4	-19	-24
SENP8 block-2	-10	-8	-4	-3	-9	3	-4	-7
A3G deaminase	-5	-6	-4	2	-5	16	1	-5

[49] CCc1ccccc1NC(=O)CCN1C(=O)C2CC=CCC2C1=O (stereo unspecified)
[50] COC(=O)COc1cccc(NC(=O)C(c2ccccc2)c2ccccc2)c1
[51] CC(C)(C)[C@H]1C=C(C(=O)N2CCN(Cc3ccccc3)CC2)O[C@@H](OCc2ccc(CO)cc2)C1
[52] CC(NC(=O)/C(=C\c1cccc([N+](=O)[O-])c1)NC(=O)c1ccco1)C(=O)O (stereo unspecified)
[53] CC(/C=N/NC(=O)c1sc(N)nc1C)=C\c1ccccc1
[54] Cc1cc(C(=O)NN)c2cc(Br)ccc2n1
[55] CCOC(=O)c1oc2ccccc2c1CN1CCN(c2ccccc2)CC1
[56] O=C(NCCCN1CCCC1=O)c1cccc(S(=O)(=O)Nc2ccccc2Cl)c1

assay / compound	49	50	51	52	53	54	55	56
Apaf1 inhib	1	2	24	2	-13	-16	27	-5
SENP7 inh	2	11	5	1	69*	0	1	1
UBC13 inh	0	-4	10	-8	85*	-4	9	2
SENP8 block-1	1	7	18	0	-162	12	17	1
SENP1 FRET inh	-3	0	2	-1	3	1	1	1
SENP6 block	-4	-2	-5	-10	36	-13	-15	2
SENP8 block-2	-1	-11	5	-7	-1	-1	0	2
A3G deaminase	-1	-9	3	4	-10	-4	-1	-4

[57] O=C(OC(C(=O)NCC1CCCO1)c1ccccn1)c1cccs1 (stereo unspecified)
[58] COc1ccc2c(c1)c(CC(=O)Nc1ccccc1OC)c(C)n2C(=O)c1ccc(Cl)cc1
[59] COC(=O)c1cc(C#N)c(Oc2ccccc2OC)nc1C
[60] COc1cc(OC)c(C(=O)OCC(=O)NCC2CCCCC2)cc1OC
[61] Cc1cccc2cc(CN(CCCO)C(=O)Nc3cccc(Cl)c3)c(=O)[nH]c12
[62] COc1ccc(NC(=O)C(=O)NCCN2CCN(C(=O)c3ccc(C)cc3)CC2)cc1
[63] O=C(Nc1ccccc1C(=O)OCC(=O)c1c[nH]c2ccccc12)c1ccco1

assay / compound	57	58	59	60	61	62	63
Apaf1 inhib	-5	9	4	2	7	0	-9
SENP7 inh	8	-6	-1	-10	0	-2	-10
UBC13 inh	-1	22	-4	6	2	7	-13
SENP8 block-1	10	1	20	-5	-21	7	-57
SENP1 FRET inh	2	1	0	4	5	-1	-1
SENP6 block	-11	17	-18	7	2	-4	-1
SENP8 block-2	7	0	-3	0	5	-4	-12
A3G deaminase	-6	-5	5	-8	-5	-3	3

# Entries listed so far that contain a Cl atom (8):
[4] Cc1ccc(C(=O)NCCc2nnc3c(C(F)(F)F)cc(Cl)cn23)o1
[10] O=C(CNC(=O)c1ccco1)Nc1cc(Cl)ccc1N1CCOCC1
[12] O=C(Nc1cccc(S(=O)(=O)N2CCCCC2)c1)c1ccc(Cl)nc1
[22] Clc1ccc(C(c2nnnn2C2CCCC2)N2CCSCC2)cc1 (stereo unspecified)
[23] Cn1c(N)c(C(C[N+](=O)[O-])c2ccccc2Cl)c(=O)n(C)c1=O (stereo unspecified)
[56] O=C(NCCCN1CCCC1=O)c1cccc(S(=O)(=O)Nc2ccccc2Cl)c1
[58] COc1ccc2c(c1)c(CC(=O)Nc1ccccc1OC)c(C)n2C(=O)c1ccc(Cl)cc1
[61] Cc1cccc2cc(CN(CCCO)C(=O)Nc3cccc(Cl)c3)c(=O)[nH]c12

assay / compound	4	10	12	22	23	56	58	61
Apaf1 inhib	-3	20	6	-5	-16	-5	9	7
SENP7 inh	0	-10	7	2	2	1	-6	0
UBC13 inh	-3	-8	4	4	3	2	22	2
SENP8 block-1	6	8	-9	11	22	1	1	-21
SENP1 FRET inh	0	0	-3	0	0	1	1	5
SENP6 block	10	-1	0	-16	2	2	17	2
SENP8 block-2	11	-8	1	4	1	2	0	5
A3G deaminase	-1	-8	-2	-8	-4	-4	-5	-5

# Assay outcomes as filed in PubChem.
